Compound activity as filed in PubChem BioAssay.
Kir21 block – inhibitors of mouse Kir2.1 inward-rectifier potassium channel | P35561 | HEK293-Kir2.1, FluxOR thallium flux fluorescence; active compounds read low | B-score at 10 µM | actives 0.85% (n = 310,000) | AID 1672;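 active means fluorescence ratio B-score at or below minus 3 SD of library scores, with starting-brightness B-score within 2 SD, cut at about -4.2 in these data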;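 further: channel flux triggered by added potassium and thallium sulfate stimulus; B-score of peak minus minimum fluorescence over baseline after thallium stimulus; more negative B-score means stronger Kir2.1 block with less thallium influx; some compounds called inactive have numbers as strong as hits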
KCNQ2 block – KCNQ2 channel blockers in CHO-K1 cells – cell-based, FluxOR thallium flux, B-score, primary screen (AID 2156); O88943; 20 min; active compounds read low; B-score at 10 µM; actives 1.1% (n = 310,000);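 active means fluorescence ratio B-score at most minus 3 library SDs, with starting brightness B-score within 2 library SDs, cut at about -5.5 in these data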
Target sequence (O88943 whole entry, looked up): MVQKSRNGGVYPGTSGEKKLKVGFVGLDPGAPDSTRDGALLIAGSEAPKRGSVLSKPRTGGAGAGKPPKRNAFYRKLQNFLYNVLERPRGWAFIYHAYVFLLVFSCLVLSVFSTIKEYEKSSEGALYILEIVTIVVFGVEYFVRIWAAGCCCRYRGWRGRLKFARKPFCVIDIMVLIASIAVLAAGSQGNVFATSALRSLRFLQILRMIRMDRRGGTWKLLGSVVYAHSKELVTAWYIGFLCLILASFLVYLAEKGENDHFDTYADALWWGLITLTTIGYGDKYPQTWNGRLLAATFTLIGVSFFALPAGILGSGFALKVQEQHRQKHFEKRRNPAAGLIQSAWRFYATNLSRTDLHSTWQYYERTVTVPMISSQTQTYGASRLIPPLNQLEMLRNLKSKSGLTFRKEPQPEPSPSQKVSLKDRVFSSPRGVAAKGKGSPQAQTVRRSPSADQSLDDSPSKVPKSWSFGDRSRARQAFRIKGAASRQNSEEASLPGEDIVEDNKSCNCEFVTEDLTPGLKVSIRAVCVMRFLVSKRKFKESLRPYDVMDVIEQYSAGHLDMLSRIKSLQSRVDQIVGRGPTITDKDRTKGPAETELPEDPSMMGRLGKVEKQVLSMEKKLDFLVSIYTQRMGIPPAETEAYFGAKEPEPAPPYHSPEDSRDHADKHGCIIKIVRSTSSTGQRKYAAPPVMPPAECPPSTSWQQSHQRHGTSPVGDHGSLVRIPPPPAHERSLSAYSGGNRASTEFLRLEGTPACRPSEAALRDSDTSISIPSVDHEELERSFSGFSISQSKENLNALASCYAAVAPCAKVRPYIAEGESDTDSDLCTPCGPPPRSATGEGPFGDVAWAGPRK
* = called active by the depositor; i = inactive.

SMILES	Kir21 block	KCNQ2 block
O=C(NCCSc1ccccc1)c1cncc(Br)c1	2.9	i
CCCCc1nc2n[nH]c(N)c2c2c1CSC(C)(C)C2	1.54	i
O=S(=O)(c1ccccc1)c1nnn2c1nc(NC1CCN(Cc3ccccc3)CC1)c1cc(Cl)ccc12	1.23	i
CC(C)(C)C(=O)Nc1nnc(SCc2cccc(F)c2)s1	-0.06	i
O=C1CC(c2ccccc2)CCc2sccc2N1 (stereo unspecified)	0.17	i
O=c1c2ccccc2nc2n1C(CSCc1ccccc1)CS2 (stereo unspecified)	-1.52	i
O=C(CSc1nc2ccccc2[nH]1)NCc1ccccc1	-0.03	i
O=C1CC(c2ccccc2)n2nc(NS(=O)(=O)c3ccccc3)nc2N1 (stereo unspecified)	-1.27	i
COc1cccc(CNc2cc(C)ccn2)c1O	-0.1	i
CCOc1ccc(Nc2cc(C)nc(N3CCOCC3)n2)cc1	0.9	i
Cc1ccc(O)c(-c2cc(-c3cccc(F)c3)n[nH]2)c1	0.7	i
OC(COc1ccc(OCc2ccccc2)cc1)CN1CCCCC1 (stereo unspecified)	-2.81	i
COc1ccc(/C=N/N=C2/NC(=O)C(CC(=O)O)S2)cc1OCc1ccccc1Cl (stereo unspecified)	-1.08	i
Cc1ccc(S(=O)(=O)NC(=O)NCc2ccc(F)cc2)cc1	-1	i
CCN(CC)CCC(C)OC(=O)c1ccc(O)cc1O (stereo unspecified)	-1.45	i
COc1ccccc1-n1c(=O)c2c3c(sc2n2c(SC(C)C)nnc12)CCC3	-1.43	i
NC(CO)c1cn([C@@H](CCC(=O)O)C(=O)N2CCNCC2)nn1 (stereo partly specified)	0.22	i
COc1ccc(C(=O)NNC(=O)CSc2nnnn2-c2cc(OC)cc(OC)c2)cc1	-0.34	i
CC(=O)N1CCN(C(=S)c2ccc(Cl)cc2)CC1	-0.04	i
COC(=O)c1[nH]c2ccccc2c1NC(=O)CCN1CCN(C2CCCCC2)CC1	0.17	i
COc1cccc(CC(=O)N2CCC(n3nccc3NC(=O)C3CCOC3)CC2)c1 (stereo unspecified)	-0.52	i
Cc1cc(/C=N/NC(N)=O)c(C)c(CO)c1	1.96	i
O=C1CCCC(=NCc2ccco2)C1	0.29	i
Cc1cc(C(F)(F)F)c(C#N)c(SCC(=O)Nc2nc3cc(Br)ccc3s2)n1	1.25	i
CCOc1ccc(OCCSc2nnnn2C2CCCCC2)cc1	0.36	i
CN1CCN(CCC(=O)Nc2cccc(Br)c2)CC1	-1.31	i
CCOC(=O)C1CCCN(c2c(NCCCN3CCCC(C)C3)c(=O)c2=O)C1 (stereo unspecified)	1.8	i
CC(C)C(=O)NCCn1ccc2ccccc21	-0.45	i
CCOC(=O)c1ccccc1OCc1cc(/C=N/NC(=O)c2cccnc2)ccc1OC	0.01	i
COc1ccc(OC)c(NC(=O)c2ccc(OC3CSC3)cc2)c1	-1.58	i
Cc1nn(C(C)C(=O)NC(C)CCc2ccccc2)c(=O)c2cc3occc3n12 (stereo unspecified)	-0.32	i
CC(C)Oc1cccc(C(=O)O)c1	-1.15	i
O=C(Nc1nc2nccc(-c3ccccc3)n2n1)c1ccc(F)cc1	0.18	i
CN(C)CCN(C(=O)c1cccs1)c1nc2cc3c(cc2s1)OCCO3	-0.06	i
CCOc1ccccc1/C=C/c1onc(C)c1S(=O)(=O)N1CCC(C(=O)NC(C)(C)C)CC1	-0.35	i
Brc1ccc(-c2ccc(/C=N/Nc3nc(N4CCOCC4)nc(N4CCOCC4)n3)o2)cc1	0.15	i
COc1ccc(S(=O)(=O)N2CCCC(C(F)(F)F)C2)cc1 (stereo unspecified)	0.31	i
Cn1c2ccccc2c(=O)c2ccc(C#Cc3ccc(N)cc3)cc21	0.21	i
COC(=O)c1ccccc1Nc1ccnc(Cl)n1	0.86	i
CCOc1ccc(NC(N)=O)cc1	-1.46	i
COc1cc(NC(=O)CN2CCN(c3ccccc3F)CC2)c(C)cc1[N+](=O)[O-]	-0.53	i
Cc1ccccc1CN1C[C@@H]2C[C@@H](c3cn(C)nc3-c3ccccc3)N3CCC[C@@]23C1=O	1.38	i
COc1ccccc1NS(=O)(=O)c1ccc(C)c(C(=O)NCC(c2ccco2)N(C)C)c1 (stereo unspecified)	-0.98	i
O=[N+]([O-])c1cccc(CN2CCN(Cc3ccco3)CC2)c1	-0.57	i
O=C(Nc1cccc(NC(=O)c2ccccc2Cl)c1)c1ccc([N+](=O)[O-])o1	-1.22	i
CN(C)CCCN(C(=O)c1cc(-c2cccs2)nc2ccccc12)c1nc2ccc(F)cc2s1	-0.42	i
CC(=O)O[C@H]1CC[C@@]2(C)C(=CC[C@H]3[C@@H]4CC[C@H](C5(C)OCCO5)[C@@]4(C)CC[C@@H]32)C1	0.1	i
Clc1ccc(-c2nn3c(-c4ccccc4)nnc3s2)cc1	0.05	i
O/N=C/c1cccnc1Sc1ccccc1	0.06	i
Cc1ccccc1C(=O)O/N=C(\N)c1cccc([N+](=O)[O-])c1	0.5	i
CC(C)CCn1c(NCCN(C)C)nc2c1c(=O)[nH]c(=O)n2C	0.3	i
Cc1ccc(S(=O)(=O)N2CCC(C(=O)N3CCC[C@H]3C(=O)NCC(C)C)CC2)cc1	-0.39	i
O=C(NC(=S)Nc1ccc(N2CCCCC2)c(Cl)c1)c1ccc2c(c1)OCCO2	1.13	i
Cc1cc(C)n(C(C)CC(=O)N2CCc3ccccc32)n1 (stereo unspecified)	-1.09	i
CC(C)COP(=O)(OCC(C)C)C(O)c1ccc(F)cc1 (stereo unspecified)	-1.08	i
COc1cc(OC)c(OC)cc1/C=N/n1c(COc2ccccc2)n[nH]c1=S	0.82	i
COc1ccc(OC)c(C2c3[nH]c4ccccc4c3C[C@H]3C(=O)N(CCCOC(C)C)CC(=O)N23)c1 (stereo partly specified)	1	i
O=C(NNC(=O)c1sc2ccccc2c1Cl)Nc1ccc(Cl)cc1	0.38	i
COC(=O)c1ccc2c(=O)n(Cc3ccco3)c(SCC(=O)Nc3ccc(C)c(Cl)c3)nc2c1	-1.27	i
COc1cc2c(cc1OC)C(=O)CCS2	0.85	i
(next part)
SMILES	Kir21 block	KCNQ2 block
O=C(CN1C(=O)NC2(CCCC2)C1=O)NNC(=O)c1ccccc1	1.5	i
O=C(CCC1CCCC1)NCCS(=O)(=O)N1CCN(c2ccccc2)CC1	-0.83	i
Cc1ccc(C)c(-n2cc(-c3ccc(Cl)cc3)nc2SCC(=O)NC2CCS(=O)(=O)C2)c1 (stereo unspecified)	-0.91	i
Cn1c(N2CCN(C(c3ccccc3)c3ccccc3)CC2)nc2c1c(=O)[nH]c(=O)n2C	-0.19	i
CC1CCc2c(sc3[nH]c(=S)n(C)c(=O)c23)C1 (stereo unspecified)	0.02	i
CC(C)=NNC(=O)C1=NNC(=O)C1	0.26	i
CCOc1ccc(Cn2c(C)nc([N+](=O)[O-])c2SCC(O)CCl)cc1[N+](=O)[O-] (stereo unspecified)	-0.11	i
COc1ccc(CC(=O)NC(C)c2nnc(SCC(=O)Nc3ccccc3)n2C)cc1 (stereo unspecified)	-0.53	i
C/C(=N\NC(=O)c1nnn(-c2nonc2N)c1C(C)C)c1ccc2ccccc2c1	0.69	i
COc1ccc(C2=NS(=O)(=O)N(C)C(C(=O)NCc3ccc4c(c3)OCO4)=C2)cc1	0.01	i
CCN(CC)S(=O)(=O)c1ccc(C2=NOC3(C2)N(C)c2ccccc2C3(C)C)cc1 (stereo unspecified)	0.55	i
CCOC(=O)c1ccc(N2C(=O)CC(Nc3ccc(CCO)cc3)C2=O)cc1 (stereo unspecified)	-0.96	i
CCC(C(=O)O)n1nc(-c2ccccc2)c2cc(Cl)ccc21 (stereo unspecified)	-1.93	i
Cc1c(-n2c(O)c(C3=c4ccccc4=NC3=O)sc2=S)c(=O)n(-c2ccccc2)n1C	1.76	i
O=C(CCCCC(=O)Nc1ccccc1)Nc1ccccc1	-0.67	i
CCN(CC)CCCN=Cc1c(O)n(-c2ccc(C)cc2)c(=O)c2ccccc12	0.69	i
COc1ccc2[nH]c(=O)c(CN(C(=O)C(C)C)c3ccccc3OC)cc2c1	-0.04	i
CN(C)S(=O)(=O)c1ccc(S(=O)(=O)N2CCCC(C(=O)NC3CCCC3)C2)cc1 (stereo unspecified)	0.44	i
Cc1cc(=O)[nH]c(SCC(=O)N2CCC(C(N)=O)CC2)n1	0.36	i
CC(OC(=O)Cn1nnc2ccccc21)C(=O)NC1CCCC1 (stereo unspecified)	0.01	i
Cc1cccc(N2CCN(C(=O)C(Cc3ccccc3)n3cccc3)CC2)c1C (stereo unspecified)	-1.73	-13*
Cn1cnnc1SCC(=O)c1cc2ccccc2oc1=O	0.9	i
O=C(O)CC(NC(=O)C1c2ccccc2Oc2ccccc21)c1ccc(Cl)cc1 (stereo unspecified)	0.64	i
COc1ccc(CCNC(=O)C2CCC(CNS(=O)(=O)c3ccc(F)cc3)CC2)cc1OC (stereo unspecified)	-0.84	i
O=C(Nc1ccc(N2C(=O)C3C4C=CC(C4)C3C2=O)cc1)Nc1cccnc1 (stereo unspecified)	0.94	i
CN(CC(=O)NCc1ccc(F)cc1)Cc1cccc(Cl)c1	-0.32	i
COc1ccc(CC(=O)Nc2ccc(C(=O)Nc3ccccc3C(=O)O)cc2)cc1OC	0.02	i
COc1ccc(NC(=O)CSc2nnc(NC(=O)c3ccco3)s2)cc1OC	1.54	i
O=C1CC(c2ccco2)Cc2c1cnn2-c1nc2ccccc2s1 (stereo unspecified)	1.12	i
CC1CCN(C(=O)C2CCN(c3ncnc4c3nc3n4CCCCC3)CC2)CC1	0.89	i
COc1cccc(/C=N/n2cnc3cc(C)c(C)cc32)c1OC	0.49	i
Cn1c(=O)c2c(nc(N3CCOCC3)n2CCNC2=NCCC2)n(C)c1=O	-0.02	i
C/C(=N\OC(=O)c1ccc(OC(C)C)cc1)c1ccc(C)c(C)c1	1.87	i
CCOC(=O)c1[nH]c(C)c(C(=O)c2ccc(C)cc2)c1C	-1.1	i
O=C(NCCC(=O)N1CCCC1)c1ccccc1Cl	-0.65	i
O=C(NCc1cccnc1)c1cccs1	-0.52	i
CN(Cc1cccc(F)c1)C(=O)c1ccc2c(=O)n3c(nc2c1)CCC3	-0.27	i
O=C1NC2=C(C(=O)CCC2)C(c2ccc(OC(F)F)cc2)N1 (stereo unspecified)	1.92	i
O=C(CSc1nccn1-c1ccccc1)NCc1ccc2c(c1)OCO2	-3.04	i
CC(C(=O)N1CCN(c2ccccc2)CC1)c1ccc([N+](=O)[O-])cc1 (stereo unspecified)	-0.81	i
O=c1nc(SCc2c(F)cccc2Cl)nc(-c2ccccc2)[nH]1	-1.55	i
Cc1ccc(OCC(=O)Nc2ccccc2-c2ccccc2)cc1	1.71	i
CC(NC(=O)c1ccccc1F)c1nnc(SCC(=O)NC2CCCCC2)n1C (stereo unspecified)	-0.16	i
Cn1c(=O)c2sccc2n2c(CCCC(=O)Nc3ccc(F)cc3F)nnc12	1.54	i
COc1ccccc1CCN1C(=S)NC(C)(C)CC1(C)O (stereo unspecified)	0.59	i

A different layout for 16 compounds above.
mol | Kir21 block | KCNQ2 block
COc1ccc(CC(=O)Nc2ccc(C(=O)Nc3ccccc3C(=O)O)cc2)cc1OC | 0.02 | i
COc1ccc(NC(=O)CSc2nnc(NC(=O)c3ccco3)s2)cc1OC | 1.54 | i
O=C1CC(c2ccco2)Cc2c1cnn2-c1nc2ccccc2s1 (stereo unspecified) | 1.12 | i
CC1CCN(C(=O)C2CCN(c3ncnc4c3nc3n4CCCCC3)CC2)CC1 | 0.89 | i
COc1cccc(/C=N/n2cnc3cc(C)c(C)cc32)c1OC | 0.49 | i
Cn1c(=O)c2c(nc(N3CCOCC3)n2CCNC2=NCCC2)n(C)c1=O | -0.02 | i
C/C(=N\OC(=O)c1ccc(OC(C)C)cc1)c1ccc(C)c(C)c1 | 1.87 | i
CCOC(=O)c1[nH]c(C)c(C(=O)c2ccc(C)cc2)c1C | -1.1 | i
O=C(NCCC(=O)N1CCCC1)c1ccccc1Cl | -0.65 | i
O=C(NCc1cccnc1)c1cccs1 | -0.52 | i
CN(Cc1cccc(F)c1)C(=O)c1ccc2c(=O)n3c(nc2c1)CCC3 | -0.27 | i
O=C1NC2=C(C(=O)CCC2)C(c2ccc(OC(F)F)cc2)N1 (stereo unspecified) | 1.92 | i
O=C(CSc1nccn1-c1ccccc1)NCc1ccc2c(c1)OCO2 | -3.04 | i
CC(C(=O)N1CCN(c2ccccc2)CC1)c1ccc([N+](=O)[O-])cc1 (stereo unspecified) | -0.81 | i
O=c1nc(SCc2c(F)cccc2Cl)nc(-c2ccccc2)[nH]1 | -1.55 | i
Cc1ccc(OCC(=O)Nc2ccccc2-c2ccccc2)cc1 | 1.71 | i

Additional compounds follow.
SMILES	Kir21 block	KCNQ2 block
CCOCCc1nnc(N)s1	1.01	i
COc1cc2c3c(c1)C(C)=CC(C)(C)N3C(=O)C2=O	-2.31	i
Oc1ccc(N2CCN(C(c3cccs3)c3nnnn3CCc3ccccc3)CC2)cc1 (stereo unspecified)	-0.18	i
COc1ccccc1CNC(=O)CN(CCc1ccccc1)S(C)(=O)=O	-0.93	i
CC(=O)c1c(C)[nH]c(C(=O)Nc2ccc(C)c(C)c2)c1C	0.19	i
O=C(c1ccc(OCC2CCCO2)cc1)N1CCc2ccccc2C1 (stereo unspecified)	2.78	i
Cc1ccccc1OCC(=O)NN1CCN(C)CC1	-0.9	i
CC(O)[C@H]1CNC(=O)C(=O)N1CC(C)(C)C (stereo partly specified)	0.94	i
CN(C)c1ncccc1-c1nc2ccccc2s1	-0.26	i
CN(Cc1ccsc1)C(=O)Cn1cc(Br)ccc1=O	0.01	i
O=C1Nc2ccccc2C12OCCS2 (stereo unspecified)	0.58	i
CN(C)C(=S)Nc1cccc(C(F)(F)F)c1	-0.48	i
CC(C)CC(=O)Nc1ccc(N2CCN(S(C)(=O)=O)CC2)cc1	0.59	i
Cc1cc(CN2CCOCC2)c(O)c(C2(C)CCCCC2)c1	0.34	-7.21*
